TPT1 inhibitor: inhibitors of Candida albicans tRNA 2'-phosphotransferase TPT1; AID 1962; recombinant caTPT1, FP RNA substrate dephosphorylation; inhibition, % at 5 µM; 300,000 tested, 0.81% active;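 active means inhibition above the mean of all tested compounds plus 3 SD, set per screening campaign, cut at about 24% in these data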;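 further: plate controls were DMSO alone for no effect and ferristatin control at 100 nM for full effect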
LYPLA2 inh: LYPLA2 (human) inhibition in PME1 counter-screen; inhibition, % at 5.9 µM; O95372; 320,000 tested, 0.38% active; recombinant LYPLA2, FP-Rh probe fluorescence polarization;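 active means inhibition above the screen-wide mean plus 3 SD, limit set per campaign, cut at about 26% in these data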;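 further: 0% = LYPLA2 with DMSO and 100% = wells lacking LYPLA2 enzyme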
Target sequence (O95372 whole entry, looked up): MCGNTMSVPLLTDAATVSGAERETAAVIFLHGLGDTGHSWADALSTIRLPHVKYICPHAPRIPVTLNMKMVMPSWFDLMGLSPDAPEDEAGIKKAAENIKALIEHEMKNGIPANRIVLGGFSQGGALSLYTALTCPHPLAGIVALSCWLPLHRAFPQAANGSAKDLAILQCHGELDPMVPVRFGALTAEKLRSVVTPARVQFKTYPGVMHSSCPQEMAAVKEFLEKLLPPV
Efflux pump mplx: blocks antifungal efflux pumps in multiplex yeast assay. S. cerevisiae Candida pump triplex, Nile Red efflux. inhibition, % at 10 µM. 330,000 tested, 0.44% active;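 active means plate passing quality check with inhibition over a set limit, or well fluorescence over plate mean plus 4 SD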;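 further: Nile Red retained in pooled yeast measured as flow cytometry median fluorescence; 0% = buffer negative control and 100% = Enniatin B positive control; higher means more Nile Red kept so more efflux inhibition; some compounds called inactive have numbers as strong as hits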
core dimer inh: blocks dimerization of HCV core protein. TR-FRET GST/Flag-core106 dimerization, 1536-well. inhibition, % at 5 µM. 300,000 tested, 0.33% active;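 active means inhibition above the mean of all tested compounds plus 3 SD, set per screening campaign, cut at about 45% in these data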
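Assay system: GST-tagged and Flag-tagged HCV core protein residues 1-106 / Times: compound-protein-antibody incubation 4 h at 22.5 °C / Signal: time-resolved FRET, ex 340 nm, em 617 and 671 nm / Evaluation: % inhibition based on acceptor/donor emission ratio / Benchmarks: wells lacking GST-core106 and wells with excess unlabelled core106 / Repeats: singlicate, one well per compound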
PP5 primary: inhibitors of human protein phosphatase 5 (PP5); 320,000 tested, 0.18% active; P53041; inhibition, % at 6.7 µM; purified PP5c, OMFP substrate fluorescence;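 active means inhibition above the campaign's mean inhibition across all tested compounds plus 3 SD, cut at about 9.5% in these data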;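 further: 0% = DMSO only and 100% = 100 µM cantharidin control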
JMJD2C inh: human JMJD2C demethylase inhibition; Q9H3R0; GST-JMJD2C(1-420) H3K9me3 demethylation, DELFIA europium; inhibition, % at 2.35 µM; 330,000 tested, 0.069% active; AID 2099;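 active means more than half of a compound's replicate wells show inhibition beyond 50%, single wells judged on their own value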;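 further: signal counts dimethyl H3K9 product captured on neutravidin plate; 0% = median of DMSO wells and 100% = 0.3 times that DMSO median; strong numbers were not always called active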
Target sequence (Q9H3R0 1-420 limits assumed): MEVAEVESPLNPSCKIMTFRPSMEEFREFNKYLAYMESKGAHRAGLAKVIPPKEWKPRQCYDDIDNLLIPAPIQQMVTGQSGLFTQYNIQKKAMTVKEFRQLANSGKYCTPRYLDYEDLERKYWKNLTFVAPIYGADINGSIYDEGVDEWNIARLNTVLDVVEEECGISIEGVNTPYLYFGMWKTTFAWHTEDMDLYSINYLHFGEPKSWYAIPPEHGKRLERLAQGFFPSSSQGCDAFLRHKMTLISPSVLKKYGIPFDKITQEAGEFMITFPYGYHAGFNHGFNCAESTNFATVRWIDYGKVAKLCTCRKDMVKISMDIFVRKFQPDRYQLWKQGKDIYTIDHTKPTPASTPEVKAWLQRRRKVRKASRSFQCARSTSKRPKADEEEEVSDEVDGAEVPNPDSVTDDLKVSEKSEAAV
PREPL inhibitor: inhibitors of human prolyl oligopeptidase-like enzyme PREPL | Q4J6C6 | recombinant PREPL, fluorescence polarization activity-based probe | inhibition, % at 5.96 µM | 320,000 tested, 0.68% active; in the data active means inhibition above about 43%;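 further: 0% = enzyme with DMSO and 100% = wells lacking enzyme; many of its hits are not listed in these tables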
Fh CTSL1 inh: blocks F. hepatica cathepsin L1 in PFM18AAP counter-screen; recombinant F. hepatica cathepsin L1, Z-Leu-Arg-MCA fluorescence; 300,000 tested, 0.49% active; AID 1906; inhibition, % at 5.96 µM;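 active means inhibition above the mean of all tested compounds plus 3 SD, set per screening campaign, cut at about 17% in these data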;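 further: 0% = plate median of test compound wells and 100% = 1 µM Z-Phe-Ala-diazomethylketone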
PP1 counter: blocks human PP1-alpha phosphatase, a PP5 counter-screen. P62136. purified PP1alpha, OMFP fluorescence. inhibition, % at 6.7 µM. 320,000 tested, 0.9% active. AID 2235;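 active means inhibition above the mean inhibition of all tested compounds plus 3 SD, computed separately for each screening campaign, cut at about 15% in these data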
Target sequence (P62136 whole entry, looked up): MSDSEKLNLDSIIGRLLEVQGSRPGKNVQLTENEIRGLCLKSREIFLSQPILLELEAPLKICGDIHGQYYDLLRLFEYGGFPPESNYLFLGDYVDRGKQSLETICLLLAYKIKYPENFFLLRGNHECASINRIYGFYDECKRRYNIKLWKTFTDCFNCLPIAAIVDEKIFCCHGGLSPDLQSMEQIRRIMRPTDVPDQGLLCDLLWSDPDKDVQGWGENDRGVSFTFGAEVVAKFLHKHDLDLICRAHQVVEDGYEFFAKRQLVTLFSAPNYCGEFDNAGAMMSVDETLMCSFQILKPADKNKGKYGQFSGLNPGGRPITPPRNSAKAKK
Numbers without * were called inactive; . = not tested or not shown. Not all compounds are listed, so the mix of outcomes need not match the whole.

nr	molecule	TPT1 inhibitor	LYPLA2 inh	Efflux pump mplx	core dimer inh	PP5 primary	JMJD2C inh	PREPL inhibitor	Fh CTSL1 inh	PP1 counter
1	S=c1[nH]nc(-c2ccccn2)n1/N=C/c1ccc(Br)s1	-2	10	0.0	-3	-1.0	4	1	-1	17*
2	Cc1ccc(OCCCC(=O)Nc2nncs2)cc1	-1	-2	-0.1	6	2.2	15	-3	-1	6
3	Cc1ccc(NC(=O)C2C3CCC(O3)C2C(=O)O)cc1Cl (stereo not given)	2	2	0.0	1	75*	11	5	-1	75*
4	CCOC(=O)c1nn(-c2ccc(Cl)cc2)c(=O)c(C#N)c1C	0	5	0.0	2	-2.0	10	10	-1	-3
5	O=S(=O)(NCC1(N2CCOCC2)CCCCC1)c1ccccc1Cl	0	-3	0.3	-3	-1.4	-22	20	4	-4
6	CN(C)c1ccc(NC(=O)CSc2nc(C3CC3)nc3ccccc23)cc1	2	3	0.1	3	2.0	8	6	2	13
7	O=C(NCC1CC1)c1onc(CSc2ccc(F)cc2)c1C(=O)NCC1CC1	3	0	.	-3	4.4	-3	3	-1	3
8	CCOP(=O)(OCC)C(Nc1cccc(C)c1)c1ccc(F)cc1 (stereo not given)	2	-8	-0.1	9	-1.4	5	8	1	-5
9	CC(C)N(C(=O)CN1C(=O)NC(c2ccccc2)(c2ccccc2)C1=O)C(C)C	1	-1	0.2	4	0.0	2	-4	-1	0
10	CSc1nsc(SCC(=O)Nc2ccccn2)n1	-2	4	0.0	-1	0.7	-2	2	-1	0
11	Cn1c(Sc2nc3ccccc3n2C)nc2ccccc21	0	-1	0.0	-3	0.5	-8	1	-5	-4
12	Cc1cc(C)cc(NC(=O)COc2ccc3c(C)c(Cc4ccccc4)c(=O)oc3c2)c1	-5	-5	0.1	-2	0.0	0	15	6	1
13	COc1ccc(NS(=O)(=O)c2cccc(C(=O)NNC(=O)c3ccc(NC(C)=O)cc3)c2)cc1	-4	3	-0.1	-5	1.9	16	-2	-6	-6
14	CC1(C)CC(=O)C(C=NCCN2CCNC2=O)=C(O)C1	0	0	0.0	-2	-1.5	8	0	-2	-2
15	COC(=O)c1ccc(NC(=O)CSc2nc3cccnc3n2C)cc1	-1	-3	-0.1	2	-0.6	4	1	1	-2
16	CC(C)CN(C(=O)CSc1ncnc2sccc12)C1CCS(=O)(=O)C1 (stereo not given)	.	3	0.0	.	0.4	.	19	.	4
17	Cc1nc(-c2ccc(Cl)cc2)sc1C1(C)CC(c2ccc(C#N)cc2)=NO1 (stereo not given)	3	-4	0.1	6	-3.2	74	-32	0	1
18	CCc1ccc(NC(=O)Cn2nc(C)n3cccc3c2=O)cc1	-3	13	0.2	-12	-0.7	2	20	-3	2
19	Nc1nonc1-n1nnc(C(=O)N/N=C/c2cccs2)c1CSc1ccccc1	6	-6	0.0	10	-1.5	8	3	1	0
20	CC(=O)C1=C(O)CC(c2ccccc2)CC1=NCCc1c(C)[nH]c2ccccc12 (stereo not given)	-3	-3	-0.1	15	-0.1	-9	8	3	3
21	Cc1cccc(N=C2C(=O)Nc3c(Cl)cccc32)c1	-1	2	0.0	4	-0.5	14	4	6	-2
22	O=C(O)C1CC=CCC1C(=O)Nc1ccccc1C(=O)N1CCN(c2ccc(Cl)cc2)CC1 (stereo not given)	-5	0	0.1	0	-1.1	5	20	2	-1
23	Cc1ccc(-n2c(SCC(=O)Nc3ccc(Cl)cc3)nc(O)cc2=O)cc1	5	-25	-0.1	1	4.4	-8	-19	-3	10
24	Cc1cc(OCC(=O)NCCCN2CCOCC2)cc(C)c1Cl	-3	2	0.0	-2	0.2	5	11	1	-4
25	COc1ccc(/C=C2/SC(=O)N(CCCCCC(=O)Nc3ccccc3C(=O)O)C2=S)cc1	-5	3	-0.1	7	-1.0	4	9	10	-7
26	COc1ccc(C(=O)CC(=O)O)c2c1C=CC(C)(C)O2	4	4	-0.1	-4	0.4	7	-4	0	-4
27	C=CCn1c(=O)/c(=C/c2ccc(O)cc2)s/c1=C(/C#N)c1nnc2n1CCCCC2	118*	-21	0.1	2	1.5	11	1	4	-4
28	COc1ccc(C(C(=O)NC(C)(C)C)N(C(=O)CCC(=O)Nc2ccccn2)C2CCCCC2)cc1 (stereo not given)	1	0	0.1	-1	3.6	-18	6	-2	0
29	Cc1ccc(N(C)S(=O)(=O)c2cccc(C(=O)NC3=NCCS3)c2)cc1	0	4	0.0	0	1.8	142	-6	-7	-2
30	Cc1noc(C)c1C(=O)NCC1COc2ccccc2O1 (stereo not given)	.	5	0.1	.	1.0	0	14	.	-1

A section taken from the entries so far, as a working copy:
nr	molecule	TPT1 inhibitor	LYPLA2 inh	Efflux pump mplx	core dimer inh	PP5 primary	JMJD2C inh	PREPL inhibitor	Fh CTSL1 inh	PP1 counter
3	Cc1ccc(NC(=O)C2C3CCC(O3)C2C(=O)O)cc1Cl (stereo not given)	2	2	0.0	1	75*	11	5	-1	75*
4	CCOC(=O)c1nn(-c2ccc(Cl)cc2)c(=O)c(C#N)c1C	0	5	0.0	2	-2.0	10	10	-1	-3

(further entries)
nr	molecule	TPT1 inhibitor	LYPLA2 inh	Efflux pump mplx	core dimer inh	PP5 primary	JMJD2C inh	PREPL inhibitor	Fh CTSL1 inh	PP1 counter
31	COC(=O)c1ccc(NC(=O)CCc2nnc3ccc(NCc4ccco4)nn23)cc1	2	-5	0.1	8	3.3	5	3	-3	3
32	Cc1ccc(NC(=O)c2ccc(CSc3nnnn3C)cc2)cc1	4	8	0.0	-12	0.1	-5	-2	9	-13
33	COc1ccc(N2CCN(C(=O)CCCC3=NS(=O)(=O)c4ccccc4N3)CC2)cc1	-7	3	-0.1	-6	0.5	3	0	1	-1
34	O=C(O)c1cccc(N2C(=O)c3cc4cccc(Br)c4cc3C2=O)c1	7	-10	0.3	-8	-1.5	-19	12	2	0
35	Cc1ccnc(NS(=O)(=O)c2ccc(NS(=O)(=O)c3ccccc3)cc2)n1	-3	1	0.0	2	1.1	3	-11	-3	-3
36	Cc1cc2c(NCC(C)O)ncnc2s1 (stereo not given)	-1	2	0.0	-1	0.5	7	-1	0	-2
37	CC1CCC(NC(=O)CCNS(=O)(=O)c2ccccc2)CC1 (stereo not given)	-5	5	-0.1	2	1.0	37	-1	-4	-6
38	Cc1ccc(-n2nc(C)c3c2OC(N)=C(C#N)C3c2ccc(F)cc2)cc1 (stereo not given)	-5	3	0.1	-6	0.6	3	10	2	0
39	O=C(NCc1ccccc1)/C(=C/c1ccc([N+](=O)[O-])cc1)NC(=O)c1ccco1	3	-12	0.0	-6	0.7	-43	16	6	-3
40	C/C(Sc1nnc(Cc2ccccc2)o1)=C(/O)c1ccccc1	1	2	-0.1	1	-0.1	6	8	2	-3
41	CNC(=O)C1=C(C)n2c(nc3ccccc32)NC1c1ccc(OC)cc1 (stereo not given)	-1	1	0.2	-9	2.0	-2	3	15	0
42	O=C(CNCC1CCCO1)N1CCCCCC1 (stereo not given)	0	-2	0.4	-5	-1.6	-7	15	-3	-5
43	COc1ccc(OC)c(N2CC(O)=C(c3nc4ccccc4s3)C2=N)c1	5	2	0.4	10	4.5	-7	10	-4	7
44	Cc1ccc2nc3c(cc(S(=O)(=O)c4ccccc4)c(=N)n3Cc3ccco3)c(=O)n2c1	0	-6	0.0	13	0.8	1	2	3	-1
45	COc1ccc(C(=O)Nc2ccc3c(c2)CCCN3C(=O)c2cccs2)c(OC)c1	0	-9	-0.1	12	4.8	8	8	1	2
46	CC(C(=O)Nc1ccccc1Br)N1c2cccc3cccc(c23)S1(=O)=O (stereo not given)	-1	-2	-0.1	14	2.9	-10	-12	0	4
47	O=C(CCNS(=O)(=O)c1ccc(Br)cc1)NCC1CCCO1 (stereo not given)	.	-1	0.0	.	0.1	6	0	.	-4
48	CC(C)c1cc(-c2cc(C(=O)NCc3ccccc3)on2)nc(NC2CCCC2)n1	-1	-23	0.2	7	1.6	22	0	-1	1
49	CCCC(=O)Nc1c(-c2ccccc2Cl)c(=O)c2ccccc2n1C	-3	6	0.0	-10	-0.9	10	-9	4	1
50	O=C1CSC(c2ccccc2F)N1CCN1CCCCC1 (stereo not given)	-1	6	-0.2	0	-2.3	2	-47	-1	-3
51	C=CCOC(=O)c1ccc(-n2cncn2)nc1	-2	2	0.0	-1	1.2	-12	-6	-4	6
52	O=C(N/N=C/c1ccccc1)c1ccc2c(c1)OCO2	-1	3	0.0	-10	4.2	3	11	8	-4
53	Cc1ccc(S(=O)(=O)NCC(=O)OCC(=O)Nc2ccc3c(c2)OCCO3)cc1	.	13	-0.3	.	0.8	-2	11	.	-2
54	COc1cccc(CNC(=O)CCC2CCCN(C(=O)c3ccoc3C)C2)c1 (stereo not given)	0	-6	0.0	2	-4.1	5	-6	-1	-5
55	O=C1Nc2ccc(Cl)cc2[C@@](C#CC2CC2)(C(F)(F)F)O1	-2	0	-0.1	0	3.1	1	7	6	2
56	CC(C)OCCCNC(=O)CN1C(=O)/C(=C/c2ccccc2F)Oc2ccccc21	0	0	-0.1	-1	-1.0	3	7	8	1
57	COc1cc(/C=C2/C(=N)N3N=C(CC(=O)N4CCOCC4)SC3=NC2=O)ccc1OCc1ccccc1F	10	3	0.1	18	-2.1	44	0	-1	-5
58	CCN(CC)C(=O)COC(=O)C1=NN(c2cc(C)ccc2C)C(=O)CC1	0	7	0.1	-1	0.0	9	-4	-6	-1
59	Cc1cccc(OCc2nc(C#N)c(N3CC(C)CC(C)C3)o2)c1 (stereo not given)	-1	-12	0.2	9	0.0	1	9	0	-2
60	CCCCn1c(=O)[nH]c(=O)c2c1nc(CN1C(=O)c3ccccc3S1(=O)=O)n2CCC	1	14	0.0	15	-2.4	-51	-4	1	0
61	O=C(/C=C/c1ccco1)NCCCN1CCN(CCCNC(=O)/C=C/c2ccco2)CC1	-4	6	-0.1	-2	-0.6	1	2	0	-5

Bioassay records: PubChem, several laboratories
